TDP1 inh – blocks human tyrosyl-DNA phosphodiesterase 1 | recombinant TDP1, AlphaScreen DNA substrate cleavage | Potency, µM (highest dose often 130 µM), for the others: at the highest dose activity change, negative = inhibition, usual class: inhibitors | actives 0.28% (n = 350,000) | Q9NUW8; also: nearly all actives have a fitted effect of over 40% in size
Target sequence (Q9NUW8 whole entry, looked up): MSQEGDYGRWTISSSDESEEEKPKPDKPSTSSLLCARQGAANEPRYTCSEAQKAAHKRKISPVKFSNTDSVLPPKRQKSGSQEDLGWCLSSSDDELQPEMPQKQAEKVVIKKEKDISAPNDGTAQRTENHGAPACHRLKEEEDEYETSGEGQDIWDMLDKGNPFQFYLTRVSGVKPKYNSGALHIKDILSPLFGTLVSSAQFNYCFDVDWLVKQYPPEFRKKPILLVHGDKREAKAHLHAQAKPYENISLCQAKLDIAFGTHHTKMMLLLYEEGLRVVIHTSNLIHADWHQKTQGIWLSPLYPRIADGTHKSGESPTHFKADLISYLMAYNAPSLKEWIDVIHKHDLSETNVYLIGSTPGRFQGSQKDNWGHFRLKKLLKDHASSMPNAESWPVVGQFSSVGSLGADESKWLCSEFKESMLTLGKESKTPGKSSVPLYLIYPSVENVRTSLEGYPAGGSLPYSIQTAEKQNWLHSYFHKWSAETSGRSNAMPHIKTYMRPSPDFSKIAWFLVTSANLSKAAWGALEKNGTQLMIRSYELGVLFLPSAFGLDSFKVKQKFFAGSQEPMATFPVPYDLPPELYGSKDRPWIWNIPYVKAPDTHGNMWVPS
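Recombinant human Tdp1 (E. coli-expressed, 1 nM final) preincubated with compounds 15 min at room temperature, then 5'-biotin/3'-phosphotyrosine-FITC DNA substrate (15 nM final) added for 5 min. AlphaScreen beads (10 ug/ml final) added 10 min; cleavage lowers signal.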
TDP1 cell noCPT – qHTS for Inhibitors of human tyrosyl-DNA phosphodiesterase 1 (TDP1): qHTS in cells in absence of CPT. DT40 Tdp1-/- hTDP1 cells, no CPT, ATP luminescence, 48 h. Potency, µM (highest dose often 46.2 µM), for inactives: at the top dose activity change, negative = growth inhibition, most hits filed as inhibitors. actives 15% (n = 420,000). AID 686978, 2013; also: nearly all actives have a fitted effect of over 55% in size
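Chicken DT40 Tdp1-/- cells stably complemented with human TDP1 were seeded at 400 cells/well with DMSO in place of 20 nM camptothecin. After compound pinning, cells grew at least 48 hr at 37 °C; viability read by CellTiter-Glo luminescence.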
N370S GC – inhibits or activates N370S mutant glucocerebrosidase | N370S GC spleen homogenate, 4MU-glucoside fluorescence | actives 0.092% (n = 330,000) | P04062 | Potency, µM (doses to about 59.4 µM), without a hit: at the highest dose activity change, negative = inhibition, usual class: inhibitors;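 also: 0% = full enzyme activity and -100% = no enzyme basal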
* = called active by the depositor; u = inconclusive; x = not tested or not shown; & = joins results of further samples; [ ] = another dose, or the depositor's remark. Calls follow the shape of the dose curve; as a rule, active = well fitted curve in the direction sought with a large enough effect; inconclusive = small, poorly fitted or top-dose-only effect, or another doubt; inactive = no such curve, though single readings can be large; an effect the other way counts as inactive or inconclusive. Unless noted, % is scaled to controls: 0 for no effect and ±100 for the full control effect; potency is read from the fitted curve at half-maximal effect.

Values run as follows: TDP1 inh, TDP1 cell noCPT, N370S GC
COc1ccc(-c2cc(C(=O)Nc3cc(Cl)ccc3O)no2)cc1
  x, u, -1%
CS(=O)(=O)N(CC(=O)N1CCOCC1)c1cc(C(F)(F)F)ccc1Cl
  4%, 1%, -12%
N#Cc1ccccc1OCc1nnc(-c2ccccc2Br)o1
  0%, u, 21%
CCn1c(=O)n(CC(=O)NC2CCCC(C)C2C)c(=O)c2ccccc21 (configuration not stated)
  -4%, u, 0%
O=C(COC(=O)c1cccc(NS(=O)(=O)c2ccc(F)c(F)c2)c1)NC(=O)NC1CCCCC1
  6%, 16µM*, 15%
CCCCn1nc(NC(=O)c2cccc(Cl)c2)c2cc3ccc(C)cc3nc21
  -10%, u, x
Cc1ccc(S(=O)(=O)Nc2nc3ccccc3nc2NCC2CCCO2)cc1C (configuration not stated)
  3%, u, 21%
CN(CC(=O)Nc1ccccc1C(F)(F)F)C(=O)CSc1nnnn1C
  3%, -5%, -10%
Cc1ccc(NC(=O)CCCCCN2C(=O)[C@@H]3Cc4ccccc4CN3C2=O)c(C)c1
  1%, u, 7%
O=C(N[C@@H](Cc1ccccc1)C(=O)OCc1ccccc1)c1nc[nH]c1C(=O)N1CCc2ccccc2C1
  11%, u, u
O=S(=O)(c1cc(Cl)c(Cl)cc1Cl)N1CCN2CCCC2C1 (configuration not stated)
  5%, -21%, -9%
CCC(=O)Nc1ccc2c(c1)nc(CCN1CCN(C)CC1)n2C
  4%, 2%, -2%
COc1ccc(S(=O)(=O)N2CCN(C)CC2)cc1NC(=O)c1ccccc1C
  2%, -19%, -6%
COc1ccc(C(=O)NCCS(=O)(=O)N(C)Cc2ccccc2)cc1
  x, u, -1%
COc1ccccc1CN1CCN(Cc2nc(-c3ccccc3)no2)CC1
  -3%, 0%, 2%
Cc1ccc(S(=O)(=O)N(CC(=O)Nc2ccc(Cl)cc2)C(=O)N2CCN(C)CC2)cc1
  x, -2%, -4%
CCOC(=O)c1ccccc1NC(=O)N1CCN2CCCCC2C1 (configuration not stated)
  -3%, -2%, x
Cc1ccc(CNc2c(C)c(C)nc3nncn23)cc1
  2%, 1.2µM*, x
C[C@@H]1NC(=O)c2cc([N+](=O)[O-])cc(I)c2NCC[C@@H](C(N)=O)NC(=O)[C@H](CC(N)=O)NC1=O
  3%, 1%, -3%
CCc1ccc(/C=N/NC(=O)c2nnn(-c3nonc3N)c2CN2CCOCC2)cc1
  7%, u, -4%
COc1cccc(CNS(=O)(=O)c2cc(Br)cc3c2N(C(C)=O)C(C)C3)c1 (configuration not stated)
  3%&6%, u, 23%
COc1ccccc1NCCC(=O)OCC(=O)NC1CC1
  3%, -12%, 1%
C#CCOCCOCCOCCNc1nc(N2CCN(C(=O)C([C@@H](C)O)n3cc([C@@H](N)CCCCN)nn3)CC2)nc(N2CCN(C(=O)[C@H](CCCN=C(N)N)n3cc(C(N)[C@@H](C)CC)nn3)CC2)n1 (some centres not stated)
  0%, 1%, x
COc1cc(/C=C/C(=O)Nc2ccc(C)cc2)cc(OC)c1OC
  2%, 16µM*, 10%
O=C(Nc1ccc(Cl)c(C(F)(F)F)c1)C1CCN(S(=O)(=O)c2cccc3nonc23)CC1
  5%, 5.2µM*, x
CCc1nc2nc(C)c(NS(=O)(=O)c3ccc(C(C)(C)C)cc3)c(=O)n2[nH]1
  2%, 2%, x
COc1ccc(N(CC(=O)NCCc2ccc(C)cc2)S(=O)(=O)c2c(C)noc2C)cc1
  0%, u, 1%
COc1ccc2nc(NC(=O)CCNC(=O)c3ccccc3Cl)sc2c1
  0%, -10%, -1%
CCN(CC)C(=O)COc1ccc2c3c(c(=O)oc2c1)CCCC3
  x, -23%, -3%
CCc1cc(-c2n[nH]c(C)c2-c2nc3ccccc3n2C)c(O)c(CN2CCN(C)CC2)c1O
  12%, -10%, -5%
Cc1ccc2c(c1)c1c(n2CC(O)CN2CCC(C)CC2)CCCC1 (configuration not stated)
  -7%, 26µM*, -15%
CC(C)NC(=O)COc1ccc(S(=O)(=O)N2CCCC2)cc1
  2%, -8%, 7%
CC(C)NC(=O)CN1CCN(Cc2nc(-c3cccs3)no2)CC1
  0%, -15%, 17%
c1ccc2c(-c3c[nH]c4ccccc34)c3ccccc3nc2c1
  -12%, 16µM*, -22%
Cc1ccc(S(=O)(=O)[N-]c2nc3ccccc3nc2-[n+]2cc(C)cc(C)c2)cc1
  x, 25%, 3%
O=S(=O)(c1cccc(-c2cn3cccnc3n2)c1)N1CCCCCC1
  8%, u, 15%
COC(=O)c1ccc(CSc2nc3c(cnn3-c3ccc(C)c(C)c3)c(=O)[nH]2)o1
  0%, 26µM*, 17%
C=CCn1c(C)nnc1SCC(=O)Nc1ccc2c(c1)OCCO2
  2%, -5%, x
COc1ccc2[nH]cc(CCNc3ncncc3-c3ccccc3CN(C)C)c2c1
  11%[56.1 µM], -19%, -12%
COC(=O)c1[nH]c2c(c1C)C(=O)CC(c1cccc(OC)c1)C2 (configuration not stated)
  x, 1.3µM*, -12%
CC(C)[C@H](NC(=O)c1ccccc1)C(=O)OCC(=O)NCCC1=CCCCC1
  1%, u, u
COc1ccc(-c2coc3c(CN4CCCCC4)c(O)c(CN4CCCCC4)c(O)c3c2=O)cc1
  5%, x, 7%
COc1ccc(C(=O)NCCNC(=O)c2ccc(C)nc2)cc1
  8%, -1%, 0%
CCOC(=O)N1CCC(NC(=O)c2cc(COc3c(C)cccc3C)on2)CC1
  3%, u, -9%
CCN1CCN(CC(=O)c2ccc(OC)cc2)CC1
  4%, 11%, 21%
Cc1cccc(C)c1NC(=O)CS(=O)(=O)c1nc(-c2ccc(Cl)cc2)cn1-c1ccccc1
  9%, 16µM*, x
COc1ccccc1Oc1c(C)oc2c(CN3CCN(C)CC3)c(O)ccc2c1=O
  2%, x, 3%
COc1cccc(CNC(=O)Cn2c(=O)oc3cc(S(=O)(=O)N4CCC(C)CC4)ccc32)c1
  4%, 5.2µM*, x
Cc1ccccc1Nc1nc(CSc2nnc(-c3ccoc3C)n2C)cs1
  3%, -1%, 1%
Cc1cc(C)c(NC(=O)CN2C(=O)CCn3nc(-c4cccn4C)cc32)c(C)c1
  9%, 11%, x
COc1ccccc1N1C(=O)C2C(C(=O)c3ccccc3)=NN(c3ccccc3)C2C1=O (configuration not stated)
  -9%, 6%, 10%
CCOC(=O)Nc1n[nH]c(NC(=O)OCC)c1[N+](=O)[O-]
  6%, 6%, 5%
CCOc1ccc(-c2cc(CCCC(=O)NCCc3ccc(Cl)cc3)no2)cc1
  4%, -18%, x
COC(=O)c1cnn(-c2cc(Oc3ccccc3)ncn2)c1N
  1%, -21%, 12%
COc1ccc(OCCC(=O)Nc2cc(C)on2)cc1
  -4%, u, 6%
Cc1ccc(CCNS(=O)(=O)c2c(C)nc3sccn3c2=O)cc1
  x, 1%, 5%
CCC(C(=O)NCc1ccco1)N(C(=O)CNS(=O)(=O)c1ccccc1)c1ccc(F)cc1 (configuration not stated)
  1%, -6%, -2%
COc1cccc(-n2nc(-c3ccnn3-c3ccc(C)cc3)c(=O)n(C)c2=O)c1
  5%, -28%, 5%
COc1ccc(CCC(=O)NCCc2nc3ccccc3[nH]2)cc1
  5%, 5%, -7%
Cc1cccc(NC(=O)CSc2nnc(CNC(=O)c3ccc(S(=O)(=O)N(C)C)cc3)n2-c2cccc(C)c2)c1
  -6%, u, 2%

Carrying on.
SMILES	TDP1 inh	TDP1 cell noCPT	N370S GC
CCc1cc(C(=O)NNC(=O)c2csc(N3CCOCC3)n2)sc1C	-6%	-24%	7%
O=C(COc1ccc(Cl)cc1)Nc1ccc(O)c(-c2nc3ccccc3s2)c1	7%	u	x
Cc1ccc(S(=O)(=O)NCC(=O)NCc2cc(=O)n(C)c(=O)n2C)cc1	5%	30%[activator]	1%
CC(C)C(NC(=O)c1ccc(F)cc1)C(=O)N1CCOCC1 (configuration not stated)	0%	9%	x
CCOC(=O)C1=C(CC)Nc2ccccc2N/C1=N\S(=O)(=O)c1ccc2ccccc2c1	5%	-15%	11%
CC12CCC(C/C1=N/NC(=O)COc1ccccc1Cl)C2(C)C (configuration not stated)	0%	2%	u
CC(C)N(Cc1nc(-c2ccc3c(c2)OCO3)no1)Cc1nccn1C	x	u	2%
CCOc1c(O)ccc(C2NC(=O)N(C)C(C)=C2C(=O)OC)c1[N+](=O)[O-] (configuration not stated)	3%	-15%	-16%
CC(C)N(Cc1nc(-c2ccccc2)no1)C(=O)CSc1ccccc1	-3%	u	u
O=C(N/N=C(\c1ccccc1)c1cccnc1)c1cc(O)ccc1O	1%	x	-22%
Cc1cc(C)n(-c2c(F)c(F)c(CO)c(F)c2F)n1	-4%	-7%	7%
CC1(C)Cc2ccccc2-c2[nH]c(=S)[nH]c(=O)c21	x	12%	-8%
C=CCOc1nc2c(c(=O)n(C)c(=O)n2C)n1Cc1ccc(Cl)cc1Cl	2%	15µM*	-12%
CCc1ccc(-c2cc(C)no2)cc1S(=O)(=O)Nc1ccccn1	2%	17%	0%
COc1ccc(C2NC(=O)c3ccccc3N2)cc1OC (configuration not stated)	4%	-21%	3%

Another view of some results above.
SMILES: COC(=O)c1[nH]c2c(c1C)C(=O)CC(c1cccc(OC)c1)C2 (configuration not stated)
  TDP1 inh = x
  TDP1 cell noCPT = 1.3µM*
  N370S GC = -12%
SMILES: CC(C)[C@H](NC(=O)c1ccccc1)C(=O)OCC(=O)NCCC1=CCCCC1
  TDP1 inh = 1%
  TDP1 cell noCPT = u
  N370S GC = u
SMILES: COc1ccc(-c2coc3c(CN4CCCCC4)c(O)c(CN4CCCCC4)c(O)c3c2=O)cc1
  TDP1 inh = 5%
  TDP1 cell noCPT = x
  N370S GC = 7%
SMILES: COc1ccc(C(=O)NCCNC(=O)c2ccc(C)nc2)cc1
  TDP1 inh = 8%
  TDP1 cell noCPT = -1%
  N370S GC = 0%

Other records:
SMILES	TDP1 inh	TDP1 cell noCPT	N370S GC
COc1ccc(CCNC(=O)c2c(O)nc3cc(C)ccn3c2=O)cc1OC	-4%	-30%	x
COc1ccc(Nc2ncc3c(n2)CC(c2ccc(C)cc2)CC3=O)cc1 (configuration not stated)	4%	8.2µM*	u
COc1ccc(-c2sc3cc(OC)c(OC)cc3c2C#CCO)cc1	-2%	u	x
Cc1ccc(/C=N/Nc2ccc(C(=O)O)cc2)o1	10%	-2%	-6%
COc1ccccc1N1CCN(C(c2ccccc2)c2nnc(-c3ccccc3Cl)o2)CC1 (configuration not stated)	8%	u	x
CCOC(=O)C(N)CSC1CC(=O)N(c2ccc(OC)cc2)C1=O (configuration not stated)	4%	19%	0%
NS(=O)(=O)c1ccc(NS(=O)(=O)c2ccc(NC(=O)c3ccc(-c4ccccc4)cc3)cc2)cc1	1%	-28%	5%
CCCC12CN(C(=O)c3ccc(OC)cc3)CC(C)(CN(C(=O)c3ccc(OC)cc3)C1)C2=O	2%	u	6%
CC(C(=O)OCC(=O)Nc1ccc(S(=O)(=O)N2CCCCC2)cc1)N1C(=O)c2ccccc2C1=O (configuration not stated)	2%	-4%	25%
O=C(COc1ccc([N+](=O)[O-])cc1)Nc1ccc(CN2CCOCC2)cc1	2%	21µM*	-4%
COc1ccc(CNc2nccs2)cc1OC	x	-5%	1%
COc1ccc(-n2nc(C(=O)NCC(=O)NCCCN3CC(C)CC(C)C3)c3ccccc3c2=O)cc1OC (configuration not stated)	1%	1%	-3%
C=CCNC(=O)COC(=O)c1ccc(Cl)c(S(N)(=O)=O)c1	8%	6%	2%
CCCCn1c(N)c(N(CC(C)C)C(=O)CCNC(=O)c2ccc(Cl)cc2)c(=O)[nH]c1=O	-13%	5%	-9%
O=C(c1cccc(S(=O)(=O)N2CCN(c3ccc(F)cc3)CC2)c1)N1CCCC(C(F)(F)F)C1 (configuration not stated)	x	4.1µM*	-11%
CCC(C)N=C1CC(C)(C)CC(=O)/C1=C(/O)Cc1ccccc1 (configuration not stated)	2%	u	20%
O=C1OCc2cc(NC(=O)C34CC5CC(CC(C5)C3)C4)ccc21	3%	-4%	2%
C=C(C)Cn1c(SCC(=O)c2ccccc2)nc2sc3c(c2c1=O)CCCC3	-2%[12.3 µM]	u	x

Screening results as filed in PubChem BioAssay.

Only part of the results is shown; rates above refer to the full screens.
